From PubChem
dFosB activator = enhances mouse delta FosB homodimer DNA binding; activation, % at 25 µM; actives 0.99% (n = 340,000); purified delta FosB, TAMRA-CDK5 oligo fluorescence polarization; percent of positive-control signal above neutral wells; AID 493131; P13346;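 active = mean activation above about 17%, with every replicate also reaching it, limit read from the data, passing the limit was not always enough; inconclusive = only one of the two conditions met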;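 note: fluorescence polarization rise as delta FosB binds a TAMRA Cdk5 AP-1 oligo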
Target sequence (P13346 whole entry, looked up): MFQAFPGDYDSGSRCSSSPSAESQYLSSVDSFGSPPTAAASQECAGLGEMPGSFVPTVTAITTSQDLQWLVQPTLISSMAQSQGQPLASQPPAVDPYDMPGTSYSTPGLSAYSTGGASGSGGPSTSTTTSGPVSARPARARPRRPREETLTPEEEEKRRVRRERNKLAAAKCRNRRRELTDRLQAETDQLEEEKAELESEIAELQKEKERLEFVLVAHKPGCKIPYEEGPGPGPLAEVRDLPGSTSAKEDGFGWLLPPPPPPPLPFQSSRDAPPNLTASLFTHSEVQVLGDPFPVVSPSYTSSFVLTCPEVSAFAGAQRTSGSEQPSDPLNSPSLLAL
CAL PDZ FP-1 = inhibitors of human CAL PDZ peptide binding; inhibition, % at 24.9 µM; actives 0.92% (n = 300,000); Q9HD26; AID 602252; purified CAL PDZ, TMR-peptide fluorescence polarization, 1 h;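 active = mean inhibition of at least 30% with at least half of replicates also reaching 30%; inconclusive = no clear call, values can overlap the other calls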;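 note: 0% = DMSO neutral control and 100% = excess unlabeled competitor peptide PRC23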
V-ATPase pH = regulators of yeast V-ATPase proton transport; S. cerevisiae, pHLuorin cytosolic pH fluorescence; response, % at 10 µM; actives 0.37% (n = 350,000); AID 504577; in the data active = response mostly above about 7.3%, no sharp cut-off; inactive = mostly below about 5.4%; note: actives read high; inactives centre near 0; some compounds called inactive have numbers as strong as hits
CDK5 p35 inh = blocks human CDK5/p35 kinase activity; Recombinant CDK5/p35, ADP-Glo luminescence, 60 min; inhibition, % at 10 µM; Q00535+Q15078; actives 0.01% (n = 330,000);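 active = highest replicate inhibition of at least 50% and at least 75% of replicates reaching 50%; inconclusive = only one of the two criteria met; inactive = both criteria failed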;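 note: plate controls were DMSO neutral control for no effect and GW8510 at 10 µM for full effect; many of its hits are not listed in these tables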
Target sequence (Q00535 whole entry, looked up): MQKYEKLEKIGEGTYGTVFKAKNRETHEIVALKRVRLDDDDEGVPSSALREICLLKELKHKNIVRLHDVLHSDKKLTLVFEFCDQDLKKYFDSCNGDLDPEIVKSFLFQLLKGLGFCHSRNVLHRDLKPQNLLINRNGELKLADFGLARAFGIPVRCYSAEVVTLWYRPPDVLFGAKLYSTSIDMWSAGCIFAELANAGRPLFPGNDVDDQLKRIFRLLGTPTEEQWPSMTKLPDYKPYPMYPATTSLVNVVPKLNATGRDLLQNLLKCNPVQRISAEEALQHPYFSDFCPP
Target sequence (Q15078 whole entry, looked up): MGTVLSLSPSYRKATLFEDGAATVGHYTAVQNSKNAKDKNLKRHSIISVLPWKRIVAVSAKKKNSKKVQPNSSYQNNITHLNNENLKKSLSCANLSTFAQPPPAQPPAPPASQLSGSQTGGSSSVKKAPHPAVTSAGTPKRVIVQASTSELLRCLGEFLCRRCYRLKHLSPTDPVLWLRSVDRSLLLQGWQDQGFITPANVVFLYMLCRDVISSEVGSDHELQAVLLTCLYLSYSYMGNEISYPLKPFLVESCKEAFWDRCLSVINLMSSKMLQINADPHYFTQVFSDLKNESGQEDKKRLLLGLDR
MITF act = increases MITF-driven TRPM1 promoter luciferase signal. SK-MEL-5 TRPM1-promoter luciferase, 24 h; % of positive control, neutral wells = 0. activation, % at 12.5 µM. actives 0.75% (n = 300,000). AID 588334;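 active = mean activation of at least 80% with every replicate also reaching 80%; inconclusive = mean reaches 80% but some replicate falls short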;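 note: 0% = neutral control wells and 100% = parthenolide positive control wells; values of inactives mirror those of a sister screen read the other way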
Tat export inh = inhibitors of E. coli Tat protein transport; E. coli MC4100 TorA-mCherry Tat export, fluorescence; actives 0.036% (n = 340,000); inhibition, % at 10 µM;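 active = mean replicate inhibition at least 50% and at least half of replicates individually reaching 50%; inconclusive = only one of the two criteria met; inactive = neither criterion met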;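 note: exported cargo escapes ClpAP degradation while cytoplasmic cargo is degraded and loses fluorescence; 0% = median of neutral control wells and 100% = median of NaSCN control wells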
CAL PDZ FP-2 = inhibitors of human CAL PDZ peptide binding | Q9HD26 | purified CAL PDZ, TMR-peptide fluorescence polarization, 1 h | inhibition, % at 20 µM | actives 0.02% (n = 330,000) | AID 504414;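 active = highest replicate inhibition of at least 40%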;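 note: plate controls were DMSO neutral control wells for no effect and unlabeled competitor peptide control wells for full effect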
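Material – purified CerCALP PDZ construct · Detection – FP readout, S and P plane fluorescence · Measure – percent inhibition from loss of millipolarization · Controls – unlabelled peptide for full inhibition, DMSO wells as neutral · Probe or stimulus – TMR-labelled reporter peptide T*-PRC34 bound in PDZ groove · Times – 1 h at RT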
Rtt109 Vps75 = C. albicans Rtt109 histone acetyltransferase inhibition | Q5AAJ8 | purified Rtt109/Vps75, ThioGlo CoA-SH fluorescence, 4 h | inhibition, % at 34.9 µM | actives 0.16% (n = 330,000) | AID 540336;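 active = inhibition of at least 50% in every replicate; inconclusive = best replicate reaches 50% inhibition but some replicates fall short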
Wnt bcat act = Wnt/beta-catenin pathway activation. Wnt/beta-catenin reporter cell assay, activator, plate reader. activation, % at 9.35 µM. actives 1.2% (n = 300,000); in the data active = activation above about 30%, passing the limit was not always enough; inconclusive = no clear call, values can overlap the other calls;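 note: 0% = neutral control wells and 100% = positive control wells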
RTF Ca sens act = cardiac RTF calcium sensitization; P19429+P45379; IANBD-labeled TnC RTF fluorescence at EC20 calcium; 0% EC20 calcium, 100% full calcium; activation, % at 7.2 µM; actives 0.24% (n = 340,000);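 active = activation above the mean over all tested compounds plus 3 SD, cut at about 30% in these data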;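 note: rise in fluorescence read as greater calcium sensitivity of cardiac thin filaments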
* = called active by the depositor; ? = inconclusive; · = not tested or not shown.

Fields: dFosB activator	CAL PDZ FP-1	V-ATPase pH	CDK5 p35 inh	MITF act	Tat export inh	CAL PDZ FP-2	Rtt109 Vps75	Wnt bcat act	RTF Ca sens act
1) CN(Cc1cn(C)nc1-c1ccc(Oc2ccccc2)cc1)C1CCOC1 (stereo unspecified)
→ -6	5	-4	-0.8	-17	-2	-2.4	-4	-2	4
2) COc1cc(C(=O)NCC(=O)NC(C)c2ccc(-n3ccnc3)cc2)cc(OC)c1OC (stereo unspecified)
→ -10	5	2	0.9	-4	0	-1.9	-5	-2	-7
3) CCOC(=O)c1cnc(NCc2ccccc2)nc1C
→ 1	-3	-5	-0.2	·	-2	-0.9	2	·	4
4) CC(=O)N1CCN(c2ccc(NC(=O)c3ccccc3Br)cc2Cl)CC1
→ -9	0	-2	-0.2	4	-2	-0.2	-3	-2	-2
5) COc1ccc2nc(SC(C)C(=O)NC3CCCCC3)[nH]c2c1 (stereo unspecified)
→ -1	·	-2	1.5	-3	-7	-1.1	-10	-1	4
6) O=C1c2ccc(-c3ccc(F)cc3OCc3ccccc3)cc2S(=O)(=O)c2cccc(C(=O)N3CCN(c4ncc(Cl)cc4Cl)CC3)c21
→ 5	-4	2	2.7	-1	-5	0.6	-4	0	-10
7) CNCc1nc2ccccc2[nH]1
→ -3	-5	6	1.9	-5	3	-0.8	·	·	-5
8) Cc1ccc(N(C)C(=O)c2cc(S(=O)(=O)N3CCc4ccccc43)cn2C)cc1
→ -6	·	0	-0.6	·	2	-1.2	13	-4	5
9) Cc1nnc(NC(=O)C2CCCN(S(=O)(=O)c3ccccc3C(F)(F)F)C2)s1 (stereo unspecified)
→ -5	-6	-3	0.8	-18	-2	-0.4	-1	·	-6
10) O=C(c1ccco1)N1CCN(Cc2cc(=O)c(OCc3ccc([N+](=O)[O-])cc3)co2)CC1
→ -10	·	0	0.4	1	10	0.3	-3	-5	2
11) O=C(CSc1cccc[n+]1[O-])Nc1ccc(C(F)(F)F)cc1[N+](=O)[O-]
→ 5	-2	1	-3.1	3	-3	0.0	-11	-1	-6
12) CCCCc1nnc(NC(=O)c2ccc3c(=O)n4c(nc3c2)CCC4)s1
→ -17	-1	-9	1.2	11	1	-2.4	-2	-1	-4
13) CC(=O)Oc1ccc(/C=N\NC(=O)c2cc3c(ccc4ccccc43)o2)cc1
→ 14	-1	2	0.8	5	6	-0.9	-17	4	1
14) CCCSc1nc2sc3c(c2c(=O)n1CC)CC(C)(C)OC3
→ -6	1	-2	0.2	-5	7	-2.5	16	16	-4
15) Cc1ccccc1CNC(=O)C(=O)NCC1CCCN1S(=O)(=O)c1cccs1 (stereo unspecified)
→ -3	-4	0	-0.1	3	-4	-2.3	-4	-1	-1

Fields: dFosB activator	CAL PDZ FP-1	V-ATPase pH	CDK5 p35 inh	MITF act	Tat export inh	CAL PDZ FP-2	Rtt109 Vps75	Wnt bcat act	RTF Ca sens act
16) O=C(Cc1ccc(Cl)cc1)NCCCNC(=O)c1cccnc1
→ -2	-2	-4	1.4	-7	-3	-0.8	3	-1	-4
17) CC1CN(C(=O)Nc2ccc3c(c2)OCCO3)CC(C)O1 (stereo unspecified)
→ 0	-1	8	0.3	8	1	0.6	-9	18	-2
18) N#CCc1ccc(NS(=O)(=O)c2cccs2)cc1
→ 3	·	0	1.3	7	4	0.7	3	1	-4
19) C=CCN(C(=O)CNC(=O)c1ccco1)C(C(=O)NC1CCCC1)c1ccc(OC)cc1 (stereo unspecified)
→ -8	-3	-1	0.3	-3	4	-2.0	-10	-1	10
20) Cc1ccc(NNC(=O)c2ccc(Cl)cc2)nn1
→ 6	4	5	1.3	4	4	-0.1	-1	1	-1
21) Cc1ccc(C(=O)N2CCN(S(=O)(=O)c3ccccc3)CC2)s1
→ -2	-2	0	2.3	2	-1	-0.8	18	4	3
22) CC1(C)CC(=O)C(N=Nc2ccc(F)cc2)=C(O)C1
→ -2	-2	0	-0.1	9	-2	-0.1	-4	44*	-3
23) Cc1ccnn1CC(=O)N/N=C/c1cn[nH]c1-c1ccc(F)cc1
→ 3	-4	-6	1.3	10	-6	-1.4	-1	2	-3
24) C=CC[C@]12CCc3sccc3C1N(c1ccc(C(=O)OCC)cc1)C2=O (stereo partly specified)
→ -6	-5	4	1.2	7	1	0.3	-1	3	-3
25) COc1ccc(/C=N/NC(=O)c2ccc(=O)[nH]n2)cc1OC
→ ?	-4	-1	-1.9	5	-4	-3.4	2	-2	0
26) O=C(CC1Sc2ccccc2NC1=O)Nc1ccccc1[N+](=O)[O-] (stereo unspecified)
→ -4	-3	-3	-2.3	-2	-17	0.1	-1	-8	4
27) O=S(=O)(c1ccc2oc3ccccc3c2c1)N1CCCC1
→ 1	14	1	-1.3	0	1	-1.2	-26	-2	0
28) Cc1nc2c(C#N)c(C)[nH]n2c(=O)c1Cc1ccccc1
→ 0	-2	1	3.0	4	0	-2.9	5	0	-3
29) CCc1ccc(N2CC(C(=O)N/N=C/c3cc([N+](=O)[O-])ccc3O)CC2=O)cc1 (stereo unspecified)
→ -3	8	-4	-0.1	-19	17	-1.1	18	-2	·
30) CSc1nnc(-c2sc3cc(C(F)(F)F)cnc3c2-c2ccccn2)n1C
→ -4	·	2	-1.0	-9	9	0.5	-7	·	-1

An excerpt from above in order of count of non-hydrogen atoms, smallest number first:
Fields: dFosB activator	CAL PDZ FP-1	V-ATPase pH	CDK5 p35 inh	MITF act	Tat export inh	CAL PDZ FP-2	Rtt109 Vps75	Wnt bcat act	RTF Ca sens act
20) Cc1ccc(NNC(=O)c2ccc(Cl)cc2)nn1
→ 6	4	5	1.3	4	4	-0.1	-1	1	-1
26) O=C(CC1Sc2ccccc2NC1=O)Nc1ccccc1[N+](=O)[O-] (stereo unspecified)
→ -4	-3	-3	-2.3	-2	-17	0.1	-1	-8	4
24) C=CC[C@]12CCc3sccc3C1N(c1ccc(C(=O)OCC)cc1)C2=O (stereo partly specified)
→ -6	-5	4	1.2	7	1	0.3	-1	3	-3

The list continues.
Fields: dFosB activator	CAL PDZ FP-1	V-ATPase pH	CDK5 p35 inh	MITF act	Tat export inh	CAL PDZ FP-2	Rtt109 Vps75	Wnt bcat act	RTF Ca sens act
31) COc1cc(NC(=O)C2CCCCC2)c(OC)cc1NC(=O)c1ccccc1
→ -15	-1	2	2.6	-10	-1	-1.5	1	2	-3
32) Cc1ncc(C[n+]2csc(CCOC(=O)CC3C4CC5CC(C4)CC3C5)c2C)c(N)n1 (stereo unspecified)
→ -7	3	-1	-0.6	·	-1	-0.8	-5	-10	5
33) Cn1c(SCc2n[nH]c(=S)n2-c2ccccc2)nnc1-c1ccccc1
→ 5	-2	3	1.1	11	-7	0.2	1	-1	0
34) O=C(COc1ccc2ccccc2c1)NC1CC1
→ -5	1	-1	1.7	66	8	0.1	4	18	3
35) CCOC(=O)C1CC(C)=C(C)CC1C(=O)O (stereo unspecified)
→ 1	-6	-2	0.2	9	-3	-0.4	1	-3	-5
36) Cn1c(=O)[nH]c(=O)c2c1nc(Br)n2Cc1cccc(Br)c1
→ 13	-3	0	0.0	-13	2	5.2	-9	-9	0
37) O=C(O)c1cccc(Cn2c(Cl)c(/C=N/NC(=O)c3cccc(O)c3)sc2=O)c1
→ -4	9	1	-0.5	-8	-6	-1.7	-2	3	1
38) Cc1cc(/C=N/O)c(C)n1-c1cccc(Cl)c1
→ -1	4	-6	0.9	6	-3	0.1	-4	-1	-6
39) C=CC[n+]1c(-c2ccccc2)csc1NC(C)(C)C
→ -3	7	-2	1.1	6	0	0.7	-14	0	3
40) Cc1cc(C(=O)CSc2n[nH]c(N)n2)c(C)n1-c1cc(F)ccc1F
→ -2	-1	6	0.8	36	6	0.8	-6	14	2
41) O=C(Nc1cccc(F)c1)NC1CC2CCCC(C1)N2C1CC1 (stereo unspecified)
→ -4	-3	3	-0.3	5	-24	-2.8	1	-2	3
42) CCNC(=S)NC1CC2CCCC(C1)N2Cc1ccc(C)cc1 (stereo unspecified)
→ -10	-1	6.3*	-0.1	·	15	-4.4	-6	0	5
43) COc1ccc(-c2nnc(SC(C)C(=O)NCc3ccc4c(c3)OCO4)n2Cc2ccco2)cc1 (stereo unspecified)
→ -10	-3	9	-0.1	-6	2	-1.3	-10	·	-1
44) Cc1ccc(S(=O)(=O)NCC2CCC(C(=O)NCc3ccc4c(c3)OCO4)CC2)cc1 (stereo unspecified)
→ -3	-1	2	-1.0	-12	16	-2.0	14	-2	0
45) CCCc1cc(C(=O)Nc2c(C)n(C)n(-c3ccccc3)c2=O)no1
→ -6	·	5	1.6	6	-8	-1.1	-1	-1	1

Fields: dFosB activator	CAL PDZ FP-1	V-ATPase pH	CDK5 p35 inh	MITF act	Tat export inh	CAL PDZ FP-2	Rtt109 Vps75	Wnt bcat act	RTF Ca sens act
46) COc1cc(C)ccc1OCCOCCOc1ccccc1[N+](=O)[O-]
→ 3	0	2	-0.3	14	5	-0.1	-1	2	3
47) CCN(CC(O)CON=C1c2ccccc2-c2ccccc21)S(=O)(=O)c1ccc(C)cc1 (stereo unspecified)
→ -7	-4	4	-0.9	-18	2	-2.4	-2	-7	6
48) Cc1cn(Cc2ccccc2Cn2cc(C)c(=O)[nH]c2=O)c(=O)[nH]c1=O
→ -5	2	-3	2.2	·	-7	-0.2	23	1	1
49) O=C(NC(=S)N1CCCC1)c1ccccc1
→ -3	-4	3	-0.5	-4	1	-1.8	1	2	2
50) CCCNC(=S)N1CCN(c2nc(C)nc3sc4c(c23)CCCC4)CC1
→ -10	3	3	1.6	-5	8	-0.6	-5	0	4
51) COc1ccc(N2C(=NC(C)=O)SC3CS(=O)(=O)CC32)cc1OC (stereo unspecified)
→ 1	6	-3	-0.4	13	5	-0.3	1	8	1
52) CCOc1ccc(N2CC(O)=C(c3ccccc3)C2=N)cc1
→ 0	0	-2	2.8	0	5	·	1	-1	-3
53) Cc1cccc(CN2CCN(CC(=O)N3CCCC3)C2=O)c1
→ 0	0	-2	0.9	7	-10	-1.5	0	0	-4
54) NC(=O)N(CCC(=O)O)c1ccccc1
→ 0	0	6	-2.3	1	-1	-1.9	-1	·	10
55) S=C(NCc1ccccn1)Nc1ccccc1
→ -1	-6	-1	-1.3	25	1	-3.2	·	-3	-2
56) Cc1cc(C(F)(F)F)nn1CC(=O)NNC(=S)Nc1ccc(Cl)cc1
→ -2	1	2	-0.8	-6	-5	0.1	9	·	-5
